AI-2 QS modul = modulators of Vibrio harveyi AI-2 quorum sensing system; Vibrio harveyi JMH597 AI-2 luminescence/OD600 ratio, 9 h; active compounds read low; strain lacks LuxN and CqsS sensors; 0 = neutral-control median; activity change, % at 7.5 µM; 300,000 compounds, 0.4% hits; in the data active means activity change below about -75%, passing the limit was not always enough;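 further: luminescence divided by OD600 gain over 9 h not by final OD600 alone; inactives centre near 13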
GSK3 alpha inh = human GSK-3 alpha kinase inhibition. P49840. ADP-Glo luminescence, 60 min. inhibition, % at 10 µM. 320,000 compounds, 0.1% hits. AID 2650;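 in the data active means inhibition above about 50%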;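 further: GST-tagged GSK-3 alpha with peptide substrate and 25 µM ATP; 0% = DMSO neutral wells and 100% = GW8510 positive control wells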
Target sequence (P49840 whole entry, looked up): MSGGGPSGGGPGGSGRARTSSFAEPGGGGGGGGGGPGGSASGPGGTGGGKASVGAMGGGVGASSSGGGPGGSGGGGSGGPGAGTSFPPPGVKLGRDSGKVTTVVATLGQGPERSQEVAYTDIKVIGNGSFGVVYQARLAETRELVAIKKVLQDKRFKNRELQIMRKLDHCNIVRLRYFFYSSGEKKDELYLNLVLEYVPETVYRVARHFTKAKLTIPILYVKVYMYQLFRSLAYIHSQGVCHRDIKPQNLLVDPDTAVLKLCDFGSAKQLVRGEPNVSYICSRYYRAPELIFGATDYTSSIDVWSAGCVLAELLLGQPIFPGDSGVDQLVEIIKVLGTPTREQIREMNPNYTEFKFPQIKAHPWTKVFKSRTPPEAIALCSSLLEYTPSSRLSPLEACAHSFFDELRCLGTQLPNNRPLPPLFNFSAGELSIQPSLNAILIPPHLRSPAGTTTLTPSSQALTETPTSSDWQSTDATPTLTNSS
HSF-1 act = increases HSF-1 driven luciferase reporter signal; NIH3T3-HGL HSF-1 luciferase reporter, MG132, 8 h; 100% = twice DMSO control signal; activation, % at 9 µM; 300,000 compounds, 1.7% hits;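 active means mean replicate activation of at least 50% with a set share of replicates each reaching 50%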;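 further: 0% = median of the neutral control wells and 100% = twice that signal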
IEC-6 tox = kills IEC-6 intestinal cells in KLF5 counter-screen | 290,000 compounds, 0.78% hits | AID 1825 | inhibition, % at 5 µM | IEC-6 cytotoxicity, luminescence viability; in the data active means inhibition above about 22%;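 further: 0% = plate median of test compound wells and 100% = cytotoxic reference compound wells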
HSF1 inhib = HSF1 inhibition | 300,000 compounds, 0.77% hits | activity change, negative = inhibition, % at 7.5 µM (by protocol) | NIH3T3-HGL HSE-luciferase, MG132-induced, luminescence 8 h; active compounds read low;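 active means more than half of replicate wells show activity change below -50%, luminescence cut by over half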;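 further: luciferase reports HSF-1 transcriptional activity via heat shock element; 0% = median of DMSO wells and -100% = zero luminescence signal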
GSK3beta inhib = inhibitors of human GSK3beta kinase | 300,000 compounds, 0.038% hits | activity score (negative = inhibition), % at 10 µM | P49841 | GST-GSK3beta kinase, ADP-Glo luminescence, 60 min; active compounds read low;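 active means more than half of replicate wells score below -50%, meaning over 50% inhibition versus plate controls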;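 further: 0% = median DMSO wells and -100% = median GW8510 positive control wells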
Target sequence (P49841 whole entry, looked up): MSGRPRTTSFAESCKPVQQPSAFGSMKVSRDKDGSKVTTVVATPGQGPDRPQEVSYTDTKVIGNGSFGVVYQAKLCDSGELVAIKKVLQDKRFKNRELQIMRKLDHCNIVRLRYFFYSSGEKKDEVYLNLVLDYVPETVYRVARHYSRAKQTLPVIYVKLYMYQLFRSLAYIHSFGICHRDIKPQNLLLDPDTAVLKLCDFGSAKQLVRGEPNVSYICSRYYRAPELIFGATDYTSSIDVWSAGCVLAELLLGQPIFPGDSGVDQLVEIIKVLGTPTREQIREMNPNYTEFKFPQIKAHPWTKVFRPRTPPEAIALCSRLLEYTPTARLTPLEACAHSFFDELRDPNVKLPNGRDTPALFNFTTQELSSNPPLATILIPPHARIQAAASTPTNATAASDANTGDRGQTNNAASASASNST
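Assay system: GST-fused GSK3beta enzyme, cell-free / Medium: Tris pH 7.5 buffer with MgCl2, DTT, BSA, heparin / Also added: peptide substrate plus 25 µM ATP (final) / Compound: 10 µM single point / Timing: kinase reaction with compound 60 min at room temperature / Detection: ADP-Glo luminescence / Benchmarks: DMSO neutral wells and GW8510 at 20 µM as positive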
HSP90 inh = HSP90 refolding inhibition in rabbit reticulocyte lysate. luciferase refolding luminescence, 3 h. inhibition, % at 5.6 µM. 290,000 compounds, 0.91% hits. AID 1789;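 active means inhibition above the screen-wide mean plus 3 SD, computed separately per campaign, cut at about 16% in these data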;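 further: 0% = DMSO wells and 100% = 60 µM geldanamycin wells; inhibitors lower the luminescence because luciferase stays unfolded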
aSyn UTR inh = MLPCN primary screen, SNCA 5' untranslated region; 300,000 compounds, 0.82% hits; alpha-synuclein 5'UTR reporter, inhibitor activity; AID 1813; inhibition, % (tested at 7.5 µM); in the data active means inhibition above about 60%;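 further: H4 neuroglioblastoma cells stably carrying SNCA 5'UTR luciferase fusion; 0% = DMSO wells and 100% = positive control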
HIF act = HIF pathway transcriptional activation. U2OS HRE-luciferase reporter, luminescence; normalized: DMSO 0%, desferrioxamine 100%. activation, % at 7.5 µM (by protocol). 300,000 compounds, 0.32% hits;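 active means mean activation of at least 10% of the iron chelator positive control signal, with at least half of replicates also reaching 10%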
KLF5 inhibitor = suppresses KLF5 promoter-driven expression; inhibition, % at 5 µM; DLD-1 KLF5 promoter-luciferase reporter, luminescence; 290,000 compounds, 0.23% hits;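 active means inhibition above a per-plate limit of that plate's mean compound inhibition plus 3 SD, cut at about 60% in these data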;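 further: 0% = DMSO wells and 100% = LY294002 at 200 µM; higher means less KLF5 promoter-driven luciferase light; inactives centre near -14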
An asterisk follows results filed as active; x = no result given.

SMILES	AI-2 QS modul	GSK3 alpha inh	HSF-1 act	IEC-6 tox	HSF1 inhib	GSK3beta inhib	HSP90 inh	aSyn UTR inh	HIF act	KLF5 inhibitor
COc1ccc(Nc2nnc(-c3ccc(C)cc3)c3ccccc23)cc1C(=O)N1CCCCC1	3.7	0.0	-3.8	2.6	11.9	-22.1	-2.2	4.2	0.1	6.9
Cc1[nH]c2ccccc2c(=O)c1CN(C)Cc1ccccc1	2.1	0.3	7.2	-4.1	7.2	1.3	4.2	-89.1	-1.3	-30.0
CN1C(=O)CS/C1=N\NC(=O)COc1cccc2cccnc12	19.2	-1.2	-14.3	4.3	0.1	-1.1	-1.8	5.5	0.4	-24.0
CCOC(=O)c1ccccc1-c1cn2cc(Cl)ccc2n1	23.3	3.7	29.7	1.9	23.4	-0.7	1.5	-25.8	-0.1	-37.9
Cc1ccccc1CSCC(=O)NC1CCCC1	1.8	0.1	4.0	-5.1	5.1	2.0	-5.0	-19.9	0.3	-64.3
CN(C)c1ccc(/C=C(\NC(=O)c2ccccc2)C(=O)NCc2cccnc2)cc1	2.1	-0.3	-3.9	-2.8	-4.6	5.1	0.5	3.8	-0.7	-3.8
CCN1CCN(CCCNC(=O)c2cn(CCOC)c(=O)c3c2c2ccccc2n3C)CC1	23.1	-0.6	-6.7	1.1	-10.8	0.3	0.8	-6.4	-0.3	-12.7
CCCCOC(=O)c1nnc(-c2ccc(Cl)cc2)o1	9.6	-4.3	1.8	-4.4	0.9	-0.5	-3.0	5.3	0.1	-0.8
CC(C)Cn1c(N)c(C(=O)CSc2ncccn2)c(=O)n(C)c1=O	31.3	-3.5	-8.2	x	-10.2	3.0	x	-15.1	0.3	x
COc1ccc(S(=O)(=O)NCc2cccnc2)cc1OC	-0.9	-2.7	1.3	2.1	-7.6	-0.5	1.7	0.0	0.3	-9.7
CC(C)c1ccc(/C=C/C(=O)NCCC2=CCCCC2)cc1	6.3	3.6	10.4	-0.4	10.7	1.2	3.4	-34.3	0.1	-11.6
COc1ccc2c(c1)nc(SCC(=O)C(C)(C)C)n2C	38.9	-2.0	8.5	-7.7	6.5	2.1	-2.8	19.1	-0.2	-11.1
COc1ccc2nc(NC(C)=O)sc2c1	4.9	8.2	-11.4	3.6	-6.0	0.3	-0.2	12.3	0.2	-142.6
O=C(OC1CCOC1=O)c1ccc(-c2nc3ccccc3s2)s1 (stereo unspecified)	15.7	1.6	3.4	3.2	-1.1	0.3	35.8*	-57.2	0.8	-21.0
COc1cc(C(=O)NCC(=O)OCC(=O)N2CCc3ccccc32)cc(OC)c1OC	5.3	-0.4	-0.2	-11.3	1.9	1.5	-1.7	-1.0	-0.9	-15.1
c1ccc(N2CCN(Cc3cn4cccnc4n3)CC2)cc1	2.1	-0.8	-16.1	5.8	0.2	-0.2	3.9	8.6	0.4	22.6
Cc1ccc(S(=O)(=O)N(C)c2ccc(C(=O)Nc3ccccc3C(=O)N3CCOCC3)cc2)cc1	28.0	-1.0	0.0	-5.5	-4.9	-0.8	-0.7	20.2	-0.2	-10.4
CCOc1cnn(-c2ccccc2)c(=O)c1Cl	12.9	1.7	10.4	-1.2	2.7	3.6	-2.7	-22.6	1.7	-15.0
CC(C)(C)OC(=O)NCCCCCNC(=O)c1[nH]cnc1C(=O)N[C@@H](CCCCNC(=O)OC(C)(C)C)C(=O)OC(C)(C)C	5.0	-1.5	-22.9	-9.7	-10.2	0.0	7.7	34.7	-0.3	-24.8
COc1ccc(/C=C/c2nnc(NC(=O)CSc3ccc(C)cc3)s2)cc1	28.9	x	1.0	3.3	0.0	-2.5	5.9	-9.4	0.0	11.0
Cc1ccc(NC(=O)Cn2c([N+](=O)[O-])cnc2C)cc1Cl	10.5	2.4	6.9	-1.6	-5.0	1.7	-0.7	24.1	1.2	-32.9
CC(=O)NC(=S)Nc1ccccc1F	8.1	-0.6	-12.2	-1.1	-4.3	0.2	-1.2	-16.1	0.5	-22.0
Cn1c(=O)c2c(Nc3ccc(F)cc3)cc(=O)n(-c3ccccc3)c2n(C)c1=O	-2.5	1.6	1.5	-0.8	-4.4	-0.5	-1.1	30.9	-0.3	-0.5
COc1cc(C(C)=O)ccc1OCC(O)CN1CCN(c2c(C)cccc2C)CC1 (stereo unspecified)	x	1.5	-11.9	3.5	-6.8	x	-2.0	7.7	-1.5	4.5
Cc1ccc(N(CC(=O)NC2CCCC2)C(=O)CNC(=O)c2cccs2)c(C)c1	-2.9	-1.9	-8.8	-7.1	-2.5	-0.6	-6.1	7.5	0.4	11.4
S=c1nc(-c2cc(Cl)ccc2Cl)[nH][nH]1	27.2	-5.4	-6.7	2.3	-6.3	-0.7	-1.9	12.6	0.0	-9.5
CCn1cc(CNC(=O)c2cc(COc3ccc(F)cc3Cl)on2)cn1	8.6	-1.9	0.1	-0.7	4.7	5.9	-4.0	10.0	1.0	-14.8
COc1cc(NC(=O)CSc2nc3ccccc3cc2C)c(C(=O)O)cc1OC	4.2	-4.1	-3.5	17.8	-2.1	4.3	-0.9	-2.1	-0.3	14.1
O=C(NCC(c1ccco1)N1CCc2ccccc21)c1ccccc1Cl (stereo unspecified)	12.0	-1.5	7.2	x	-4.8	1.9	x	13.6	-2.3	x
CN1CCC(N(C)C(=O)c2sc3cc(F)ccc3c2Cl)CC1	12.8	1.4	11.8	0.4	-1.6	1.7	0.4	-11.2	0.0	-10.7
Cc1nnc(SCc2ccccc2)n(N)c1=O	9.2	-0.1	11.7	-4.0	-1.0	1.0	-1.1	-10.6	-0.4	-10.6
Cc1ccc(C(=O)Nc2ccc3c(c2)C(=O)N(CC2CCCO2)C3=O)cc1 (stereo unspecified)	10.7	0.0	-3.4	-1.9	1.7	1.1	4.3	-7.5	0.6	-34.8
Cc1ccc(C(=O)Nc2nnc(-c3ccncc3)s2)o1	11.8	-0.6	-1.4	-2.1	-0.4	-2.2	7.5	-40.5	0.2	-4.7
COC(=O)c1ccc(S(=O)(=O)N2CCCCCC2)n1C	19.6	-0.4	2.3	10.8	-5.3	2.2	0.2	7.8	-0.4	-3.5
CCC(=O)/C=C1/Sc2ccc(OC)cc2N1CCO	2.9	-1.6	3.7	-3.0	-0.4	-7.1	3.2	-6.8	0.1	-7.8
N#Cc1ccccc1NC(=O)CSC1=Nc2ccccc2C2CC=NN12 (stereo unspecified)	0.1	1.4	14.8	3.0	3.5	2.7	1.2	-24.4	0.6	-4.0
COC(=O)Nc1ccc(S(=O)(=O)N2CCCC(C(=O)N3CCN(C)CC3)C2)cc1 (stereo unspecified)	17.5	-0.7	-4.2	-3.3	-0.6	4.0	2.7	-10.4	-0.4	-7.2
O=C(CN1C(=O)c2ccccc2C1=O)Nc1nc(-c2cccc([N+](=O)[O-])c2)cs1	7.0	-0.8	2.1	-3.3	-0.4	6.7	0.7	-14.6	0.1	-5.3
C/C(=N/NC(=O)COc1cc(C)ccc1C(C)C)C(=O)O	1.5	0.5	1.2	-5.8	1.1	-5.1	2.9	16.7	0.1	11.7
COc1cnn(-c2ccc(Br)cc2)c(=O)c1SCc1ccccc1	-3.7	-8.4	20.3	6.4	20.7	0.0	-0.7	-70.7	0.5	-8.9
COc1ccc(C)cc1NC(=O)CSCc1ccccc1C	-9.7	x	30.8	-3.4	24.7	-2.1	1.8	-2.9	2.3	-46.4
Cc1ccc(NC(=O)C(C)N=C2NS(=O)(=O)c3ccccc32)cc1F (stereo unspecified)	5.9	-1.8	29.3	8.8	25.8	0.3	7.7	-95.7	2.2	-40.1
CCOc1ccc(S(=O)(=O)N2CCN(CC(O)COc3cccc([N+](=O)[O-])c3)CC2)cc1 (stereo unspecified)	11.0	1.6	8.2	5.0	2.7	0.5	0.7	31.9	0.3	-4.2
Brc1cc2c(cc1-c1nc3ccccc3s1)OCO2	-3.7	-1.9	22.0	6.5	-7.8	-3.7	2.0	-55.0	2.0	-25.1
Cc1cc(N2CCN(C)CC2)nc2ccc(NC(=S)NCCCN3CCN(C)CC3)cc12	18.3	-1.5	2.5	4.2	-3.4	1.9	-1.7	-10.2	-1.8	-25.1
O=C(Cc1c(F)cccc1Cl)Nc1ncc([N+](=O)[O-])s1	19.5	26.5	21.2	1.9	19.9	-14.5	2.6	-133.3	0.7	-100.1
N/C(=N\OC(=O)c1ccco1)c1cccc(Br)c1	17.9	x	42.6	0.5	22.3	-2.0	0.0	-248.5	1.7	-95.1
CCn1c(SCC(=O)Nc2ccc3c(c2)OCCO3)nnc1C(C)C	5.7	-2.2	-3.3	-2.4	1.2	2.0	-0.7	-17.0	0.1	-22.9
COC(=O)C1=NN(C(=O)c2cccc(Br)c2)C(O)(c2ccc(Cl)cc2)C1 (stereo unspecified)	30.9	-0.6	183.2*	5.0	114.4	1.4	-3.2	17.4	-0.3	-12.1
COc1ccc(S(=O)(=O)N2CCOCC2)cc1Br	17.5	0.0	-4.7	0.2	-4.1	2.2	0.9	-6.9	0.3	-4.8
COc1cc(NC(=O)CCc2c(C)[nH]c(=O)c(C#N)c2C)cc(OC)c1	12.5	1.6	17.1	-8.3	2.1	-2.1	0.6	-20.3	-0.2	-18.2
CCOC(=O)N1CCN(C(=O)COC(=O)Cc2ccc(Cl)cc2)CC1	6.7	-2.7	-4.2	-2.2	-3.5	-0.5	-2.8	8.5	0.3	-5.9
CC(C)COCc1ccc(O)c2ncccc12	36.7	-0.5	-43.1	-2.2	-39.1	2.0	-2.5	95.7*	0.5	-14.8
CN(C)c1cccc(C(=O)NNC(=O)CSc2ccccc2)c1	5.5	0.6	-11.6	2.2	-0.1	-0.5	-4.2	-1.6	0.7	-23.4
Cc1ccc(NS(=O)(=O)c2ccc(CCC(=O)N3CCCC3)cc2)cc1	11.7	-1.3	3.4	-3.0	3.2	-2.0	2.9	8.6	-0.2	-2.8
CCOC(=O)c1c(C)[nH]c(C)c1S(=O)(=O)NCCCN1CCOCC1	20.7	-2.5	12.5	0.0	-7.6	-3.7	-3.5	-25.7	-0.7	-19.9
Cc1ccc(O)c(C(=O)CC(=O)c2cccc(F)c2)c1	-39.7	-2.7	-1.5	-2.0	8.6	-0.7	-0.1	-84.7	1.3	-76.8
CN(C(=O)COC(=O)c1cncc(Br)c1)C1CCS(=O)(=O)C1 (stereo unspecified)	31.9	0.1	11.3	0.2	-3.5	0.9	-0.1	-2.1	-0.1	-28.8
CCOC(=O)c1cc(-c2ccc(C#N)cc2)nc2c1c(C)nn2CCC#N	16.9	-2.4	1.7	4.1	-2.4	1.3	-2.4	21.7	-0.4	-15.1

Compounds as they come; about 4.7% have a hit in one of these screens.
